Assay outcomes (PubChem BioAssay)
EWS-Fli block = EWS/Fli-driven NR0B1 reporter inhibitors, primary screen, A673 cells, NR0B1 luciferase, luminescence, MLPCN library. 350,000 compounds, 0.67% hits. inhibition, % at 12.6 µM. viability-normalised;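 active = mean inhibition of at least 50% after viability correction, with every replicate also passing that limit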;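 also: firefly luciferase signal divided by Alamar Blue viability fluorescence both relative to DMSO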
PAX8 inh HTS = inhibitors of PAX8-driven TPO luciferase reporter, primary screen, RMG-I cells, single concentration | SteadyGlo, 24 h | inhibition, % at 12.6 µM | 360,000 compounds, 1.2% hits | AID 652154, 2013;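 active = mean replicate inhibition at least 60% with every replicate also reaching 60%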;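 also: luciferase light reporting Pax8 driven TPO promoter activity; plate controls were median of neutral control wells for no effect and mitoxantrone controls for full effect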
ERAP1 inh = human ERAP1 aminopeptidase inhibitors, primary screen, biochemical, single point, plate reader; 340,000 compounds, 0.15% hits; inhibition, % at 10.7 µM; recombinant ERAP1, Leu-AMC fluorescence, 60 min;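 active = mean replicate inhibition of at least 30%, or all replicates individually reaching that 30% level; inactive = mean below 30% and not every replicate reaching it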;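 also: 0% = neutral control wells and 100% = L-leucinethiol positive control wells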
PglD DTNB = C. jejuni PglD acetyltransferase inhibitors, primary screen, biochemical, DTNB colorimetric, single point; UDP-N-acetylbacillosamine N-acetyltransferase PglD (Campylobacter jejuni); purified PglD enzyme, DTNB colorimetric CoA detection; inhibition, % at 12.5 µM; 360,000 compounds, 0.098% hits; in the data active = inhibition above about 16%, passing the limit was not always enough; also: strong numbers were not always called active
FN deposition inh = inhibitors of fibronectin matrix deposition, primary screen, AH1F cells, Alexa488-fibronectin fluorescence, plate reader; inhibition, % at 12.6 µM; AH1F fibroblasts, overnight; AID 743247, 2014; 350,000 compounds, 0.086% hits;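 active = mean inhibition across replicates of 30% or more, regardless of how many single replicates reach that level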;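 also: positive control wells lacked labelled fibronectin entirely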
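test system = AH1F fibroblasts assembling fluorescent fibronectin matrix | quantity = 10000 AH1F cells per well | buffer or medium = DMEM plus 2% serum, read in PBS | doses = single dose, pinned | incubation = 1 h cell attachment, overnight exposure to compound and label | detection = fluorescence at 485 nm excitation, 525 nm emission | read-out basis = inhibition from reduced deposited-fibronectin fluorescence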
LGR2 antag = inhibitors of bursicon-induced LGR2 CRE-luciferase signal, primary screen, cell-based, HEK293, CRE-luciferase reporter, bursicon stimulation; 380,000 compounds, 0.35% hits; Drosophila bursicon receptor LGR2 (rickets); inhibition, % at 9.99 µM; bursicon-stimulated, 4 h;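 active = drop in luminescence signal, shown as inhibition above about 50% in the replicate tests, limit read from the data, passing the limit was not always enough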;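 also: agonist challenge used bursicon conditioned medium at about half maximal strength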
S100A4 MyoIIA = inhibitors of S100A4-myosin IIA peptide binding, primary screen, biochemical, fluorescence polarization, TAMRA-MyoIIA peptide; Protein S100-A4 (Homo sapiens), P26447; inhibition, % at 10.7 µM; 360,000 compounds, 0.14% hits;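 active = mean inhibition of at least 70% across replicates, with every replicate also reaching that level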
Target sequence (P26447 whole entry, looked up): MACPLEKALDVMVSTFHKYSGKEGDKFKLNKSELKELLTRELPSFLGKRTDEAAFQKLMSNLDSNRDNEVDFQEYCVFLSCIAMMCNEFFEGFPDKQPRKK
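System – human S100A4 monomer protein, biochemical binding assay · Buffer or medium – Calcium-containing HEPES buffer, pH 7.2 · Timing – 5 min between mix addition and reading · Also added – TAMRA-labelled myosin IIA heavy-chain peptide probe, 5 nM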
PGC1a acetyl inh = inhibitors of PGC1a acetylation signal, primary screen, cell-based, U2OS, AlphaScreen, inhibitor mode; AlphaScreen anti-acetyl-lysine; with virally co-expressed GCN5 acetyltransferase; 350,000 compounds, 0.17% hits; AID 651687, 2012; inhibition, % at 15.6 µM;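 active = every replicate shows inhibition of at least 40%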;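 also: 0% = neutral control wells and 100% = positive control wells; some results beyond the cut were filed as inactive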
An asterisk follows results filed as active; x = no result given.

SMILES	EWS-Fli block	PAX8 inh HTS	ERAP1 inh	PglD DTNB	FN deposition inh	LGR2 antag	S100A4 MyoIIA	PGC1a acetyl inh
C[C@@H]1CN([C@H](C)CO)C(=O)c2cc(C3=CCCCC3)cnc2O[C@@H]1CN(C)Cc1ccc(C(=O)O)cc1	1	-22	-1	0	-10	-8	14	23
COc1ccc(NC(=O)N[C@H]2CC[C@H](CC(=O)NC3CCCCC3)O[C@@H]2CO)cc1	8	2	-4	-3	-10	-3	10	6
Cc1cc(NC(=O)COn2nnc3ccc(S(C)(=O)=O)cc32)ccc1Br	16	19	4	x	11	-1	1	-23
Cc1ccc(NC(=O)c2ccc(S(=O)(=O)N3CCCCC3)cc2)cc1	x	x	x	-2	11	2	x	5
Cc1cc(F)ccc1S(=O)(=O)N(C(=O)c1ccncc1)c1ccc(OC(=O)c2ccncc2)cc1	-7	8	3	-3	x	14	9	2
CC(C)C[C@H]1CNC(=S)N1CC1CCCN1C[C@H](Cc1ccccc1)N1C[C@H](Cc2ccc(O)cc2)N(CC2CCCCCC2)C1=S (stereo partly specified)	7	-5	0	6	x	7	0	51*
COc1ccc(CCNC(=O)CN2C(=O)NC(c3ccccc3)(c3ccccc3)C2=O)cc1	13	13	-1	4	4	-3	-2	x
CC1=NN(C(C#N)c2ccc(F)cc2)C(c2ccccc2)C1 (stereo unspecified)	-13	1	-4	-3	-1	-3	-15	-4
COc1ccccc1C(=O)Nc1ccc2c(c1)OC[C@@H](C)N(C(C)=O)C[C@H](C)[C@@H](OC)CN(C)C2=O	5	21	x	6	2	-13	-36	-6
COc1cc(/C=C/C(=O)O)cc(S(=O)(=O)Nc2cccc(S(=O)(=O)N3CCOCC3)c2)c1OC	0	2	x	-3	4	-2	1	11
Cc1ccc(S(=O)(=O)Oc2cccc(/C=N/n3cnnc3)c2)cc1	-15	25	1	x	5	-6	19	x
COc1ccc(-c2ccccc2[C@H]2[C@@H](C#N)N(C(=O)C3CCOCC3)[C@H]2CO)cc1	-12	-36	4	x	8	-2	-13	0
Cc1cc([N+](=O)[O-])ccc1NC(=O)c1cc2ccccc2o1	-103	-83	-3	3	-4	-22	-7	1
COc1ccc(N2CCN(c3nc(C)c(C)c(=O)[nH]3)CC2)cc1	13	11	-1	-4	0	1	2	-13
Cc1ccccc1-c1ccc([C@@H]2[C@H]3CN(C(=O)Nc4cccc(F)c4)CCCCN3[C@H]2CO)cc1	19	2	1	2	x	3	28	-5
C[C@@H]1CN([C@@H](C)CO)C(=O)c2cc(/C=C/c3ccccc3)cnc2O[C@H]1CN(C)C(=O)CN1CCOCC1	-15	-8	1	-3	x	-7	7	1
COc1ccc(NC(=O)CCCNC(=O)Cn2cnc3sc4c(c3c2=O)CCCC4)cc1OC	-2	1	1	1	3	4	0	2
O=C(Cc1ccccn1)NCC[C@@H]1CC[C@H](NC(=O)CN2CCOCC2)[C@H](CO)O1	11	0	-2	5	4	1	-7	9
COc1ccc(-c2c(-c3ccc(OC)c(F)c3)c3ccccc3n2C)cc1	7	-4	2	3	1	8	4	-14
CC1=C(C(=O)N2CCCCCC2)CC(CC(=O)NCCCN(C)C)C(=O)N1Cc1ccc(C(C)(C)C)cc1 (stereo unspecified)	-4	11	1	x	-8	11	4	x
Cc1ccc(S(=O)(=O)Nc2ccc3c(c2)C(=O)N([C@@H](C)CO)C[C@H](C)[C@@H](CN(C)S(=O)(=O)c2cccs2)OCCCC[C@@H](C)O3)cc1	6	50	1	-2	x	7	-4	-8
Cc1ccc(F)cc1NC(=O)CN1CCN(c2ccccn2)CC1	-4	5	-4	x	4	x	13	-1
Cc1cccc(C)c1NC(=O)CNC(=O)Cc1ccc(Br)cc1	5	7	4	x	-17	30	0	-2
CCCNC(=O)C1(C)CCCN(C(=O)c2sccc2C)C1 (stereo unspecified)	21	3	-1	-1	x	3	-1	7
COC(=O)Cn1c(=NC(=O)C(C)C)sc2c(C)cc(C)cc21	1	0	4	-8	0	5	1	x
CCOC(=O)C1(C)CCN1C(=O)c1ccoc1 (stereo unspecified)	-1	1	-4	-5	x	8	0	-13
CCOc1ccc(Nc2nc(Cl)nc(N3CCN(c4ccc(OC)cc4)CC3)n2)cc1	-6	-41	6	x	-12	0	-7	x
CN(C)c1ccccc1C(=O)c1ccccc1N(C)C	x	-39	x	1	1	x	x	-13
C#Cc1ccc(NC(=O)C2(C)CCN2C(=O)CC(c2ccccc2)c2ccccc2)cc1 (stereo unspecified)	17	2	-6	3	-9	14	-2	x
CCOC(=O)N1CCN(C(=O)COC(=O)c2ccc([N+](=O)[O-])cc2Cl)CC1	-9	-7	-9	2	5	20	0	-4
CC(C)CN1CCC(=O)N(CCC#N)CC1	0	22	x	6	-6	13	8	11
COc1ccc(C(=O)NC2CC3CCCC(C2)N3CC(C)C)cc1 (stereo unspecified)	6	4	-1	1	0	9	1	-2
Oc1ccc(CNc2ccccc2O)cc1	x	-15	x	-5	6	x	x	2
Nc1ncc2c(n1)-c1ccoc1CC2	-1	-9	-4	-1	11	10	0	-9
CCOCCCN1C(=O)C(=O)N(CC(=O)N2c3ccccc3NC(=O)CC2C)C1=O (stereo unspecified)	1	-7	7	4	0	8	-2	x
COc1cc2c(cc1OC)C(C)=NCC2	4	x	-1	-2	x	-6	-8	-2

Record cards, as listed above. Order of values: EWS-Fli block, PAX8 inh HTS, ERAP1 inh, PglD DTNB, FN deposition inh, LGR2 antag, S100A4 MyoIIA, PGC1a acetyl inh
Record of Nc1ncc2c(n1)-c1ccoc1CC2 → -1, -9, -4, -1, 11, 10, 0, -9
Record of CN(C)c1ccccc1C(=O)c1ccccc1N(C)C → x, -39, x, 1, 1, x, x, -13
Record of COc1cc2c(cc1OC)C(C)=NCC2 → 4, x, -1, -2, x, -6, -8, -2

(continued)
SMILES	EWS-Fli block	PAX8 inh HTS	ERAP1 inh	PglD DTNB	FN deposition inh	LGR2 antag	S100A4 MyoIIA	PGC1a acetyl inh
O=C(Cc1ccccc1)NNC(=O)Nc1ccccc1	5	7	0	x	3	-14	-1	-2
CC(=O)Nc1cccc(CNCc2cccc(NC(C)=O)c2)c1	1	8	2	x	-7	0	-20	x
O=C(O)c1[nH]c2ccc(Cl)cc2c1CCN1C(=O)c2ccccc2C1=O	5	24	x	x	0	18	0	10
CC(C)(CO)NCc1cccs1	7	-10	7	x	9	3	-6	17
C[C@@H]1CN([C@H](C)CO)C(=O)c2cc(NC(=O)C3CCCCC3)ccc2O[C@H]1CN(C)C(=O)Nc1ccc(C(F)(F)F)cc1	0	9	3	2	13	16	3	2
COc1ccc(CN2CCNC(=O)C2CC(=O)NCCCC2CCCC2)c(C)c1C (stereo unspecified)	-5	4	-1	0	1	10	-5	-2
C=C(C)CN(CC)C(=O)c1ccc(OC2CCN(S(=O)(=O)N(C)C)CC2)cc1	-24	-17	1	x	x	13	5	0
CC(OC(=O)c1ccc(Cl)nc1)C(=O)NCc1ccc2c(c1)OCO2 (stereo unspecified)	0	-19	-3	0	-9	1	-1	3
Cn1cnnc1SCC(=O)c1cccc([N+](=O)[O-])c1	x	2	x	-6	-2	6	x	x
O=C(C[C@@H]1CC[C@H]2[C@@H](COC[C@H](O)CN2S(=O)(=O)c2ccccc2)O1)NCC1CCCCC1	6	2	2	1	-4	-5	22	-7
CC(=O)NCc1c(Cl)cccc1-n1cccc1	x	1	1	4	-7	-2	-4	-1
O=C(CCc1nc2ccccc2c(=O)[nH]1)Nc1ccccc1N1CCCCC1	6	7	-2	7	-4	-5	-11	1

The closing seven entries of the section above are carried over, then new ones follow.
SMILES	EWS-Fli block	PAX8 inh HTS	ERAP1 inh	PglD DTNB	FN deposition inh	LGR2 antag	S100A4 MyoIIA	PGC1a acetyl inh
COc1ccc(CN2CCNC(=O)C2CC(=O)NCCCC2CCCC2)c(C)c1C (stereo unspecified)	-5	4	-1	0	1	10	-5	-2
C=C(C)CN(CC)C(=O)c1ccc(OC2CCN(S(=O)(=O)N(C)C)CC2)cc1	-24	-17	1	x	x	13	5	0
CC(OC(=O)c1ccc(Cl)nc1)C(=O)NCc1ccc2c(c1)OCO2 (stereo unspecified)	0	-19	-3	0	-9	1	-1	3
Cn1cnnc1SCC(=O)c1cccc([N+](=O)[O-])c1	x	2	x	-6	-2	6	x	x
O=C(C[C@@H]1CC[C@H]2[C@@H](COC[C@H](O)CN2S(=O)(=O)c2ccccc2)O1)NCC1CCCCC1	6	2	2	1	-4	-5	22	-7
CC(=O)NCc1c(Cl)cccc1-n1cccc1	x	1	1	4	-7	-2	-4	-1
O=C(CCc1nc2ccccc2c(=O)[nH]1)Nc1ccccc1N1CCCCC1	6	7	-2	7	-4	-5	-11	1
CCOC(=O)N1CCN(C(=O)C[C@H]2C[C@@]3(C(=O)OC)C(=C[C@H](C(C)(C)C)O[C@@H]3C)N(Cc3ccc4c(c3)OCO4)C2=O)CC1	8	8	-1	x	3	37	-2	x
O=C(OC(C(=O)c1c[nH]c2ccccc12)c1ccccc1)c1cnccn1 (stereo unspecified)	x	29	-1	-7	x	-2	-3	x
Nc1ccc(C(=O)c2cccs2)cn1	12	8	2	2	2	-10	-1	x
CCCn1c(SCC(=O)NCC)nc2sc3c(c2c1=O)CCC3	15	-23	0	5	6	-7	-1	x
C#CCOCCOCCOCCNc1nc(N2CCN(C(=O)Cn3cc(CCCN=C(N)N)nn3)CC2)nc(N2CCN(C(=O)Cn3cc(CC(C)O)nn3)CC2)n1 (stereo unspecified)	-4	3	x	-3	1	12	x	7
C[C@@H]1CN([C@H](C)CO)C(=O)c2cc(NC(=O)Nc3ccccc3)ccc2O[C@@H](C)CCCCO[C@H]1CN(C)Cc1ccccc1	10	-19	-1	3	5	2	-1	-40
CNC(=O)C[C@H]1CC[C@@H]2[C@H](COC[C@@H](O)CN2C(=O)c2ccc3c(c2)OCO3)O1	x	x	-2	4	-1	1	-19	-2
COC(=O)Cn1cnc2scc(-c3ccc(C)cc3)c2c1=O	4	-11	1	-3	-3	15	-4	x
Cc1ccc(CNC(=O)COc2ccc(C)nc2[N+](=O)[O-])cc1	-2	13	-5	1	0	-6	1	x

Compounds as they come; about 2.1% have a hit in one of these screens.
